RXFP1 antag = qHTS Assay for Antagonists of the Relaxin Receptor RXFP1; Relaxin receptor 1 (Homo sapiens), Q9HBX9; HEK293-RXFP1, relaxin-stimulated cAMP HTRF, 30 min; hits give low values; activity change, negative = inhibition, % at 57.5 µM; hit rate 0.59% among 350,000;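 active means activity change of -60% or lower, but not beyond a set lower limit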; further: on the % scale 0 is the no-effect control and ±100 the full control effect
D1 agonist = Allosteric Agonists of the Human D1 Dopamine Receptor: qHTS; HEK293 T-REx D1 cells, calcium flux, agonist mode; activation, % at 2 µM; hit rate 1% among 360,000; AID 504660, 2011; further: 0% is about no effect
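Agonism was scored from calcium flux recorded over 180 s (1 read/s) after pintool compound addition, following a 10-cycle baseline. Cells were inducible force-coupled HEK293 TREx D1, plated overnight at 30 C and loaded with no-wash calcium dye.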
TRHR PAM = qHTS for Small Molecule Agonists and Allosteric Enhancers of Human TRH Receptor: Primary Screen for Enhancers | Thyrotropin-releasing hormone receptor (Homo sapiens), P34981 | TRHR cells, fluo-8 calcium fluorescence, EC20 TRH enhancement | enhancement, % at 2 µM | hit rate 0.66% among 360,000 | AID 493056, 2011; in the data active means enhancement above about 30%; further: 0% is about no effect
Target sequence (P34981 whole entry, looked up): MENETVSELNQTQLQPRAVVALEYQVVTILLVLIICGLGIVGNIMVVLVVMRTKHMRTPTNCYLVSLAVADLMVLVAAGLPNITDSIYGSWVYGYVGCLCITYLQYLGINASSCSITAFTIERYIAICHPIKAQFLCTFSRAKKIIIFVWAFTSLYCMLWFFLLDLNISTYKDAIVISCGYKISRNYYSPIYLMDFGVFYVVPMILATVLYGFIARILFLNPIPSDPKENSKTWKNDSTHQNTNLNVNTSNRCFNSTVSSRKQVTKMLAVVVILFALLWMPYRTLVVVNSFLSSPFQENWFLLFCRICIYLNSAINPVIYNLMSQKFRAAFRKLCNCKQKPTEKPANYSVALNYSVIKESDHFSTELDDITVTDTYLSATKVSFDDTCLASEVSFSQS
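TRHR-expressing cells loaded with fluo-8 calcium dye were read kinetically (ex 480/em 530) during compound addition, then stimulated with an EC20 of TRH (10 nM final). Enhancement of the Gq-mediated intracellular calcium response was scored.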
D2 PAM = HTS Assay for Positive Allosteric Modulators of the Human D2 Dopamine Receptor: Primary Screen for Potentiators; HEK293 T-REx D2, calcium flux, EC20 dopamine potentiation; potentiation, % at 10 µM; hit rate 0.34% among 340,000; AID 485347, 2010;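 active means potentiation over 3 SD above the plate norm, cut at about 30% in these data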; further: 0% is about no effect
Target sequence (P14416 whole entry, looked up): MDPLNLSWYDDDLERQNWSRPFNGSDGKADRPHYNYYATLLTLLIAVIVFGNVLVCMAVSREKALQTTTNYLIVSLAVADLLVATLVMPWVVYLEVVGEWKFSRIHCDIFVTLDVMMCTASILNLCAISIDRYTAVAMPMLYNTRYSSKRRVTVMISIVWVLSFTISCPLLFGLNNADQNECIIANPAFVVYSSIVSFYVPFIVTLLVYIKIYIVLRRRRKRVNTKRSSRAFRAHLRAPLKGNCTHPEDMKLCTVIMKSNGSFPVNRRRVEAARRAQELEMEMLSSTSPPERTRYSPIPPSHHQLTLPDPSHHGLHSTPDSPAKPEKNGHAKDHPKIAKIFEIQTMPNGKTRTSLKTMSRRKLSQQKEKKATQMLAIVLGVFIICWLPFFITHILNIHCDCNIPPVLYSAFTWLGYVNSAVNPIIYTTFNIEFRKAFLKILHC
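Potentiation of an EC20 dopamine calcium response measured kinetically over 180 s, after a preceding 180 s compound-only read flagging agonists. Cells: inducible Hek293 Trex D2 line, 4000/well, cultured overnight at 30 C before dye loading.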
D2 antagonist = HTS Assay for Allosteric Antagonists of the Human D2 Dopamine Receptor: Primary Screen for Antagonists; D(2) dopamine receptor (Homo sapiens), P14416; HEK293 TREx D2 cells, calcium flux, dopamine EC80; inhibition, % at 10 µM; hit rate 2% among 340,000; in the data active means inhibition above about 30%; further: 0% is about no effect
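Compounds are added to dye-loaded, induced HEK293 T-REx cells coupled to calcium release via D2; after a 3 min kinetic read an EC80 dopamine stimulus is given and fluorescence is recorded for 3 more min.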
D2 agonist = HTS Assay for Allosteric Agonists of the Human D2 Dopamine Receptor: Primary Screen for Agonists | hit rate 0.53% among 340,000 | D(2) dopamine receptor (Homo sapiens), P14416 | HEK293 T-REx D2 cells, calcium flux agonist mode | activation, % at 2 µM;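 active means activation over 3 SD above normal in the single-dose calcium agonist read, cut at about 30% in these data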; further: 0% is about no effect
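Agonism scored from kinetic calcium signal (1 read/sec, 180 s) following compound pin transfer, after a 10 s baseline. Cells: HEK293 Trex line expressing inducible D2 receptor coupled to calcium, dye-loaded after overnight culture at 30 C.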
D1 potentiator = Potentiators of Human D1 Dopamine Receptor: qHTS; D(1A) dopamine receptor (Homo sapiens), P21728; HEK293 TREx D1 cells, calcium flux, dopamine EC20 potentiation; potentiation, % at 10 µM; hit rate 0.036% among 360,000; AID 504651, 2011; in the data active means potentiation above about 30%; further: 0% is about no effect
TRHR ag = qHTS for Small Molecule Agonists and Allosteric Enhancers of Human TRH Receptor: Primary Screen for Agonists; TRHR cells, calcium flux fluo-8, FDSS agonist mode; AID 493084, 2011; activation, % at 2 µM; Thyrotropin-releasing hormone receptor (Homo sapiens), P34981; hit rate 0.18% among 360,000; further: 0% is about no effect
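Read-out: compound-evoked intracellular calcium rise in TRHR cells, fluo-8 dye, kinetic FDSS fluorescence at 1 s/cycle following a 10-cycle baseline. Cells cultured overnight before dye loading (30 min–1.5 h, RT).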
D1 antagonist = Antagonist of Human D 1 Dopamine Receptor: qHTS; hit rate 3.2% among 360,000; AID 504652, 2011; activity change, negative = inhibition, % at 10 µM; HEK293 TREx D1 cells, calcium flux, dopamine EC80; hits give low values; D(1A) dopamine receptor (Homo sapiens), P21728; in the data active means activity change below about -30%; further: on the % scale 0 is the no-effect control and ±100 the full control effect
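Antagonism measured as reduced calcium response to an EC80 dopamine addition following 180 s compound pre-read; cells were inducible HEK293 Trex D1 plated overnight at 30 C, read kinetically at 1 cycle/sec.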
The depositor's hits bear a star; · = not tested or not shown; & = joins results of further samples. Unless noted, no stated cut-off is given here; in the data, active means activation above about 30%; inactive means the rest.

Values run as follows: RXFP1 antag, D1 agonist, TRHR PAM, D2 PAM, D2 antagonist, D2 agonist, D1 potentiator, TRHR ag, D1 antagonist
- CC(C)(C)OC(=O)N1CCC(c2nnc(SCc3ccccc3F)o2)CC1
→ ·, 10, -2, 18, ·, -0.2, -4, -2.2, 4
- COc1ccc(NC(C)C(=O)N/N=C/c2c(O)ccc3ccccc23)cc1 (stereo not drawn)
→ -1, 1, -2, ·, ·, ·, 6, 0.7, 6
- CC(C)C(=O)Nc1ccccc1Cc1ccccc1
→ -4, 3, -4, -10, 1, -0.3, 2, 0.0, -2
- COc1cc(C(=O)Nc2cccc3cccnc23)cc(OC)c1OC
→ -4, 1, 5, 12, -12, 0.7, -1, -0.1, -5
- Cc1ccc2[nH]c(O)c(N=NC(N)=S)c2c1
→ 0, 0, -7, -5, -11, -0.1, 5, 0.1, -9
- CN(C)S(=O)(=O)c1ccc2c(c1)N(CC(=O)NCc1cccc(Br)c1)C(=O)CS2
→ ·, 5, -2, -4, ·, 0.0, 4, -0.8, -14
- CNC(=O)COC(=O)/C=C/c1nc2ccccc2s1
→ -4, 0, 0, ·, -5, 0.1, -2, -0.4, 9
- Cc1nc(/N=C(\N)NC(=O)c2ccccc2)nc2ccccc12
→ -2, 1, -1, 7, -12, 0.0, 2, 0.6, -21
- CC1CCCN(C(=O)c2ccc(-c3ccccc3Cl)o2)C1 (stereo not drawn)
→ -17, 13, -2, 6, 4, -0.2, -2, 0.2, -15
- O=C(NCc1ccc(Cl)cc1)c1cc2ccccc2o1
→ -11, 0, -6, ·, ·, 1.1, -1, -0.8, -14

Filtered by structure, those above with an aryl methoxy group (2)
Values run as follows: RXFP1 antag, D1 agonist, TRHR PAM, D2 PAM, D2 antagonist, D2 agonist, D1 potentiator, TRHR ag, D1 antagonist
- COc1ccc(NC(C)C(=O)N/N=C/c2c(O)ccc3ccccc23)cc1 (stereo not drawn)
→ -1, 1, -2, ·, ·, ·, 6, 0.7, 6
- COc1cc(C(=O)Nc2cccc3cccnc23)cc(OC)c1OC
→ -4, 1, 5, 12, -12, 0.7, -1, -0.1, -5

The listing continues:
Values run as follows: RXFP1 antag, D1 agonist, TRHR PAM, D2 PAM, D2 antagonist, D2 agonist, D1 potentiator, TRHR ag, D1 antagonist
- Nc1c(C(=O)Nc2cccc(Cl)c2)sc2nc3c(cc12)CN(Cc1ccccc1)CC3
→ -15, 3, 33*, 11, ·, 1.3, 3, 0.5, -2
- O=C(CSc1nnc(-c2ccccc2)o1)NCC1CCCCC1
→ 1, -1, -2, 9, 11, 0.5, -1, -0.6, -22
- CC(C)(C)c1ccc(C(=O)NCC(=O)OCc2cc(=O)n3nc(C4CC4)sc3n2)cc1
→ ·, 0, -3, -12, ·, 1.5, -6, -0.1, 13
- CCCN(CC(=O)Nc1ccccc1C)C(=O)c1ccc(N2CCCC2=O)cc1
→ 2, -1, 3, -2, 16, -0.2, -8, -0.1, -16
- O=C(Cn1cc(C(F)(F)F)cc(Cl)c1=O)Nc1cccc(S(=O)(=O)N2CCCCC2)c1
→ -16, -1, -5, -6, 8, 0.4, -3, 0.0, 3
- Cc1ccc(OCc2ccc(C(=O)O)o2)c([N+](=O)[O-])c1
→ 4, 1, 14, 3, -6, -0.2, -1, -0.3, -3
- CCN1CCN(c2ccc(S(=O)(=O)N3CCCCC3)cc2NC(=O)c2cccc(F)c2)CC1
→ 23, 5, 28, -5, -2, 0.8, -7, 0.5, 12
- O=C1c2cnccc2CN1Cc1ccccc1
→ -3, 0, 9, -6, -6, 0.5, -9, 0.8, -4
- C=CCn1cc(C(=O)NCCN(CC)CC)c(=O)c2cc(S(=O)(=O)N3CCCCCC3)ccc21
→ -4, 3, 2, 3, 0, 0.2, -4, 0.7, -7
- O=C1/C(=C/c2ccc(F)cc2)Oc2cc(OC(=O)N3CCOCC3)ccc21
→ 11, 17, -6, -4, 2, -0.2, -2, 0.5, -14
- CN(Cc1ccccc1)CC(O)COc1ccc(CNCCCOc2cccnc2)cc1 (stereo not drawn)
→ -7, 9, -3, -15, 26, -0.2, -9, 1.1, -9
- COc1cccc2cc(C(=O)Nc3cc(C)cc(C)c3)/c(=N/NS(=O)(=O)c3ccccc3)oc12
→ -6, 0, 11, -4, 13, 0.0, 0, 0.5, 8
- O=C(CN1C(=O)NC2(CCc3ccccc32)C1=O)c1c[nH]c2ccccc12 (stereo not drawn)
→ -25, 4, 3, ·, ·, ·, -4, 0.0, 12
- CN(C)c1ccnc(Nc2ccc(F)cc2)c1C#N
→ 6, 2, 1, -17, 1, 0.4, -1, -0.3, -6
- COc1ccc2cc3c(N)c(C(=O)NCc4ccco4)sc3nc2c1
→ -1, 4, 51*, 1, 18, 2.1, 5, 1.2, -5
- COc1ccccc1-c1n[nH]c2c1[C@H](C)CC[C@H]2C(C)C
→ -11, 9, 18, 8, -5, 1.1, 1, -0.7, -10
- Cc1cc(N2CCC(C(=O)NCC3CC3)CC2)nc(-c2ccccc2)n1
→ -5, -1, -4, 0, -17, -1.4, -3, -0.6, 4
- CCCn1c(N2CCN(CC(=O)Nc3ccc4c(c3)OCCO4)CC2)nc2ccccc21
→ 4, 0, 2, 6, -5, -2.1, 0, -1.7, -2
- COc1ccc(CNC(=O)c2ccc3c(c2)N(Cc2cccc(Cl)c2)C(=O)c2ccccc2S3)c(OC)c1
→ -17, 1, -6, -1, ·, 0.2, -2, 0.9, -28
- Cc1occc1-c1nnc(SCC(=O)N2CCCC(C)C2)o1 (stereo not drawn)
→ -3, 3, 4, 9, 18, -0.6, 3, 0.1, -16
- Cc1cc(=O)[nH]c(N/N=C/c2ccc(OC(=O)c3cccnc3)cc2)n1
→ 17, 4, 2, 1, 12, 0.6, -6, 0.0, 8
- Cc1nc(=S)n(-c2ccccc2)[nH]1
→ -1, 4, 0, -1, 7, 4.1, -10, -0.2, -21
- Cc1ccccc1NC(=S)N(CCc1c(C)[nH]c2ccc(F)cc12)Cc1ccncc1
→ -12, 0, -19, -7, 3, 14, 0, 0.5, -2
- COc1ccc(C(=O)Nc2ccc3oc(Cc4ccc(Cl)cc4)nc3c2)cc1OC
→ ·, 0, 4, -2, 5, 1.3, 2, 0.3, 8
- N#C/C(C(=O)Oc1ccccc1)=C1\C=Cc2ccccc2N1
→ -10, -1, 2, ·, ·, ·, -1, -0.5, -8
- O=C(N/N=C/c1cccnc1)c1sc2ccccc2c1Cl
→ -3, 0, -7, 2, -18, -1.0, -3, 17, -24
- O=C(Nc1nnc(-c2ccc(F)cc2)s1)c1ccco1
→ -9, 11, 14, 3, 4, 1.7, ·, 0.9, -9
- COc1cc(CC(NC(C)=O)C(=O)NC2CCN(c3c(Cc4ccccc4)c(C)nc4ncnn34)CC2)cc(OC)c1 (stereo not drawn)
→ -13, 1, 3, -12, -2, 2.3, 2, 0.6, -6
- Cc1ccc(S(=O)(=O)CC#CCOC(=O)c2ccc([N+](=O)[O-])cc2)cc1
→ ·, 1, 0, -2, 0, 0.2, -2, 0.0, 0
- O=S(=O)(Cc1cc(Sc2ccccc2)nc(-c2ccccc2)n1)c1ccccc1
→ -5, 6, -6, 5, 21, 1.1, 5, 1.6, 9
- Cn1c(SCC(=O)Nc2cc([N+](=O)[O-])ccc2F)nnc1C(F)(F)F
→ ·, 5, 0, 3, -8, 0.5, 7, 0.9, 18
- CC1(C)CC(=O)C/C(=N\NC(=O)c2cccs2)C1
→ 1, 1, -4, 5, 9, 0.9, 0, 0.4, -1
- Cn1c(=O)c2c(nc(Oc3ccccc3)n2C)n(C)c1=O
→ -8, 0&1, 3&6, 6&-1, -5&14, 0.9&0.2, -3&-2, -0.2&0.2, 3&-2
- O=C(CSc1nc2cc3ccccc3cc2[nH]1)Nc1ccc(F)cc1
→ -13&-11, 2&0, 3&3, -5&11, -13, 0.7&0.0, -6&-8, 0.0&0.1, -4&5
- O=C(COC(=O)c1cnccn1)N=c1sccn1Cc1ccccc1Cl
→ -12, 4, 8, -2, 27, -0.7, 2, -0.2, 19
- CCN(CC)CCCN=Cc1c(O)n(-c2cccc(C)c2)c(=O)c2ccccc12
→ -4, 2, -1, 4, -3, 0.3, 2, 0.0, 4
- COCCCNC(=O)NC(=O)c1ccccc1
→ -2, 4, 0, 7, -1, 0.6, -5, 0.4, -6
- CCOC(=O)c1cn2nc(Oc3ccc(C)cc3)ccc2n1
→ -18, 9, 28, 6, -4, -1.1, 0, -0.4, 0
- COc1ccc(CCNC(=O)Cn2cnc3c(cnn3-c3ccccc3Cl)c2=O)cc1OC
→ 1, 2, -1, 3, -4, 0.4, 0, 0.2, -7
- O=S(=O)(c1ccc(N2CCOCC2)c(Cl)c1)N1CCOCC1
→ -6, 5, -5, -12, -11, -0.5, -8, -1.6, -17
- CCOC(=O)c1cnc2ccccc2c1NCc1ccco1
→ -5, 5, 7, 15, -1, -0.3, -14, 3.2, -39*
- COC(=O)c1c(NC(=O)c2ccccc2C(=O)O)sc2c1CCCC2
→ -7&-2, -3, 2, 6, ·, 0.4, 0, 0.6, 8
- CCN(CC)S(=O)(=O)c1ccc2c(c1)nc(CCC(=O)OCC(=O)N1CCc3ccccc31)n2C
→ -3, 1, -2, 9, -10, -0.1, 2, -0.4, -13
- CCOC(=O)CCc1c(C)c(C#N)c2[nH]c3ccccc3n2c1=O
→ -4, 15, -6, 4, 17, 0.5, -2, 1.2, -17
- Cc1ccc2c(c1)N(C(=O)N1CCC(C(=O)NCCC3=CCCCC3)CC1)CC(C)O2 (stereo not drawn)
→ -19, -1, -4, 1, ·, 1.6, -1, 0.0, 3

Bioassay records: PubChem BioAssay, National Center for Advancing Translational Sciences (NCATS)
